Screens deposited in PubChem by several laboratories.
S1P4 ag: agonists of human S1P4 receptor. 220,000 tested, 0.35% active. activation, % at 4.98 µM. AID 1509. O95977. S1P4-expressing cell line, agonist reporter assay; in the data active = activation above about 11%;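 note: 0% = DMSO vehicle and 100% = reference agonist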
CHOP inh: blocks CHOP induction under ER stress | inhibition, % at 10 µM | AID 2732 | CHO-K1 CHOP-promoter luciferase, tunicamycin-induced, 15-18 h | 220,000 tested, 3.8% active;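 active = compounds that reduced the stress-induced luciferase reporter signal by more than about 70% of percent inhibition, limit read from the data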;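 note: 0% = tunicamycin plus vehicle and 100% = wells without tunicamycin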
NPY2 pot ag: human NPY-Y2 potentiation or agonism, primary screen; activation, % at 3.6 µM; 220,000 tested, 0.45% active; cells expressing NPY-Y2, potentiator/agonist read-out; P49146; in the data active = activation above about 27%;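 note: cells stimulated with NPY near EC25 plus isoproterenol at EC100; 0% = vehicle plus submaximal agonist and 100% = vehicle plus saturating agonist; some results beyond the cut were filed as inactive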
S1P4 antag: human S1P4 receptor antagonism; O95977; S1P4-expressing cells, antagonist mode, reporter read-out; 220,000 tested, 0.26% active; inhibition, % at 4.98 µM; AID 1510; in the data active = inhibition above about 29%;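 note: 0% = wells stimulated with agonist and 100% = vehicle wells without agonist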
TRPML3 ag: human mucolipin-3 channel agonism; HEK293 TRPML3-YFP, Fluo-8 calcium fluorescence; 100% = the carbachol control signal; 220,000 tested, 0.29% active; AID 1448; activation, % at 3 µM;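 active = activation above its plate's cutoff, the mean activation of the plate's test wells plus 3 SD, cut at about 12% in these data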;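 note: 0% = DMSO only wells and 100% = carbachol wells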
Target sequence (Q8TDD5 whole entry, looked up): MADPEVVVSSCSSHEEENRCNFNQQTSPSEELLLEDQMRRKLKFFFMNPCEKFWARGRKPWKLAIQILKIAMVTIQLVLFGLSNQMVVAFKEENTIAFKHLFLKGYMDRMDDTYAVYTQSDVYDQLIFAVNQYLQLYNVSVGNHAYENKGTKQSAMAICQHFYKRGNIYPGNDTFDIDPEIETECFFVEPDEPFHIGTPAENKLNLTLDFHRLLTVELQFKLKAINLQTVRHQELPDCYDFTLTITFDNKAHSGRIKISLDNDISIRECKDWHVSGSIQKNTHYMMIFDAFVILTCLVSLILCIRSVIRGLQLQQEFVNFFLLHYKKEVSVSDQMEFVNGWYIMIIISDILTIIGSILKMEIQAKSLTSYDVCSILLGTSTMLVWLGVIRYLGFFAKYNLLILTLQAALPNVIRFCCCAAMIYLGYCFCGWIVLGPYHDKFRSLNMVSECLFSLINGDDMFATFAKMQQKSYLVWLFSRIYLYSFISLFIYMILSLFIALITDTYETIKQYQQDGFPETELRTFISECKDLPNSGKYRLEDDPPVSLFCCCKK
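Test system: HEK293 cells stably carrying human TRPML3-YFP; Doses: single dose, 3 µM final nominal compound, 0.3% DMSO final; Schedule: dye loading 1 h 37 °C then 30 min ambient, 125 s read; Technique: Fluo-8 calcium fluorescence; Benchmarks: high control carbachol 87 µM, low control DMSO.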
TRPN1 ag: activates the zebrafish TRPN1 channel | HEK293 zebrafish TRPN1-YFP, Fluo-8 calcium fluorescence; 100% = response to 87 µM carbachol | activation, % at 3 µM | 220,000 tested, 0.18% active;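 active = activation above its plate's cutoff, the mean activation of test wells on that plate plus 3 SD, cut at about 19% in these data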;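 note: 0% = DMSO alone and 100% = 87 µM carbachol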
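Control set: carbachol 87 µM as high control, DMSO as low control; system: HEK293 stable line with zebrafish TRPN1-YFP; read-out: % activation versus carbachol response; detection: intracellular calcium fluorescence with Fluo-8; doses: single test compound dose, 3 µM nominal, 0.3% DMSO; schedule: dye 1 h 37 °C plus 30 min RT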
NPY Y1 blocker: blocks the human neuropeptide Y Y1 receptor; HEK293-CNG Y1 cells, membrane potential fluorescence; NPY at EC95, then isoproterenol; inhibition, % at 3.6 µM; 200,000 tested, 1% active; AID 1040;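 active = inhibition above the campaign mean inhibition of all tested compounds plus 3 SD, cut at about 20% in these data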;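 note: 0% = DMSO wells given NPY plus isoproterenol and 100% = isoproterenol alone without NPY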
Target sequence (P25929 whole entry, looked up): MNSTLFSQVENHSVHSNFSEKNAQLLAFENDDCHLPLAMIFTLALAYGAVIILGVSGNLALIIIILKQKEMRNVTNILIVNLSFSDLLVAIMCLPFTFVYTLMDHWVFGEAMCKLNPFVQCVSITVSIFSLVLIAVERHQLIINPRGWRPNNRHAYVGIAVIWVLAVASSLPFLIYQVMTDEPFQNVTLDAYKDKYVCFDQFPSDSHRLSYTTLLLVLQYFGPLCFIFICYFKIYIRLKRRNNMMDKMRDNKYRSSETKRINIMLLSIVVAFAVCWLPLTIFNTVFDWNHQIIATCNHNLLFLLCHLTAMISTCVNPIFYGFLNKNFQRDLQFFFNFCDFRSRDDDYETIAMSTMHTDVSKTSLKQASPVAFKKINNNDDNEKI
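Material: HEK293 Y1/CNG channel cell line | Also added: NPY (25 nM), isoproterenol (1 µM), Ro 20-1724 (25 µM) | Compound: One concentration, 3.6 µM, in 0.4% DMSO | Schedule: 3 h dye uptake, 1 h room-temperature compound, 45 min post-isoproterenol | Signal: Membrane-potential fluorescent dye readout | Read-out: % inhibition of NPY effect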
NPY1 pot ag: potentiators or agonists of human neuropeptide Y receptor Y1; P25929; NPY-Y1 expressing cells, potentiator/agonist activation; activation, % at 3.6 µM; 220,000 tested, 0.37% active; in the data active = activation above about 33%, passing the limit was not always enough;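 note: cells stimulated with NPY at EC10 then isoproterenol at EC100; 0% = low agonist plus stimulus and 100% = saturating agonist plus stimulus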
EP2 modulator: modulators of human EP2 prostaglandin E2 receptor | P43116 | AID 940 | 260,000 tested, 0.83% active | EP2-expressing cells, cAMP HTRF FRET, PGE2 co-stimulation | induction, % at 25 µM;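 active = compounds whose cAMP rise, as percent of the full-agonist control response, exceeds 60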;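 note: rat C6 glioma line stably carrying human EP2 under a CMV promoter; the protocol text gives 20 µM as final concentration; 100% = response of wells given 1 µM PGE2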
* = called active by the depositor; nt = not tested or not shown; & = joins results of further samples. Not a hit list; any-hit rate near 6.5%.

SMILES	S1P4 ag	CHOP inh	NPY2 pot ag	S1P4 antag	TRPML3 ag	TRPN1 ag	NPY Y1 blocker	NPY1 pot ag	EP2 modulator
CCOC(=O)c1c(NC(=O)CN2C(=O)NC(C)(c3ccc(Cl)cc3)C2=O)sc(C(=O)NC)c1C (stereo not given)	0.8	28	0	-25	1.1	5.0	-1	-1	4
CCc1ccc(S(=O)(=O)NCc2ccc(N3CCN(C)CC3)cc2)cc1	-0.4	12	-4	-7	1.0	0.5	nt	14	-4
Cc1ccc2nc(NC(=O)COC(=O)CSc3nc(C)cc(C)n3)sc2c1	0.0	3	-14	-17	0.8	0.7	-6	-16	-7
COC(=O)c1c(C)[nH]c(C(=O)C(C)OC(=O)C2=NNC(=O)CC2)c1C (stereo not given)	-0.2	-13	-7	-2	-0.2	0.3	nt	2	15
O=C(CN1C(=O)COc2ccccc21)NCc1ccccn1	0.2	8	-13	-2	0.0	2.2	-1	5	28
COc1ccc(C(=O)COC(=O)CNC(=O)c2ccc(OC)cc2)cc1	0.7	-12	-5	-4	0.7	-0.4	5	-20	21
CCCC(=O)Nc1nc(C)c(-c2csc(Nc3ccc(Cl)cc3)n2)s1	-1.2	40	15	-4	0.0	-0.4	0	29	-14
O=C(COc1ccccc1)Nc1ccc2c(c1)C(=O)N(CC1CCCO1)C2=O (stereo not given)	0.0	15	12	2	0.1	-0.2	3	2	-17
Cc1cnc(NC(=O)Nc2ccc(Cl)cc2)s1	1.0	12	27	-1	3.9	6.0	-5	6	-20
O=C(CN1CCOCC1)Nc1cc(C(F)(F)F)ccc1Cl	-0.2	-2	-11	10	1.0	1.4	0	10	-13
O=C(O)CNc1nc(-c2ccccc2)nc2c1oc1ccccc12	0.7	-26	4	-3	0.9	1.9	nt	7	-5
Cn1c(SCC(=O)Nc2ccc3c(c2)OCO3)nnc1-c1cnccn1	-0.5	58	3	-8	0.7	0.7	4	-12	22
Cc1ccc[n+](-c2[nH]c(=O)sc2/C=N/NC(=O)c2ccccc2[O-])c1	0.5	-1	-3	-3	0.5	0.4	-3	-3	24
CCC(=O)NC1CCN(C(=S)NC)CC1	1.6	13	-5	-9	0.7	0.7	10	20	17
CC(C)NC(=S)N1CCN(C(c2ccccc2)c2ccccc2)CC1	0.5	-17	-11	-3	0.3	-2.5	-2	-5	21
O=C(C1CCCN1S(=O)(=O)c1cccc2cccnc12)N1CCc2ccccc2C1 (stereo not given)	1.2	14	-7	6	0.0	0.2	-2	-3	-40
COc1cc(NC(=O)c2cc(-n3cnnc3)ccc2Cl)cc(OC)c1	1.3	32	-6	3	0.1	-0.6	2	-7	20
COc1cc(C(=O)Nc2nc(-c3ccc(C)cc3)cs2)ccc1OCC(=O)N1CCOCC1	-0.8	37	-2	-24	0.7	1.5	-5	-14	-59
Cc1ccc(N(C(=O)C2CCCO2)C2C=CS(=O)(=O)C2)cc1Cl (stereo not given)	-0.3	0	15	-8	0.4	1.2	-6	15	33
COc1ccc(-c2cc(C(F)(F)F)nc(NCc3ccco3)n2)cc1OC	0.4	75*	-17	-11	0.2	-0.8	9	-3	67*

Three entries drawn at random from the list so far:
SMILES	S1P4 ag	CHOP inh	NPY2 pot ag	S1P4 antag	TRPML3 ag	TRPN1 ag	NPY Y1 blocker	NPY1 pot ag	EP2 modulator
COc1cc(C(=O)Nc2nc(-c3ccc(C)cc3)cs2)ccc1OCC(=O)N1CCOCC1	-0.8	37	-2	-24	0.7	1.5	-5	-14	-59
O=C(C1CCCN1S(=O)(=O)c1cccc2cccnc12)N1CCc2ccccc2C1 (stereo not given)	1.2	14	-7	6	0.0	0.2	-2	-3	-40
Cn1c(SCC(=O)Nc2ccc3c(c2)OCO3)nnc1-c1cnccn1	-0.5	58	3	-8	0.7	0.7	4	-12	22

Other results:
SMILES	S1P4 ag	CHOP inh	NPY2 pot ag	S1P4 antag	TRPML3 ag	TRPN1 ag	NPY Y1 blocker	NPY1 pot ag	EP2 modulator
COCCCn1c(-c2ccc(OC)cc2)nc2nc3ccccc3nc21	1.1	-36	-3	-6	0.6	1.7	-6	16	-16
Cc1c(C)n(C)c2ccc([N+](=O)[O-])cc12	-0.3	18	0	-4	-0.4	-2.3	-3	-2	29
Cc1ccc(-c2nnc(-c3ccccc3S(=O)(=O)Cc3ccc(Cl)cc3)o2)cc1	1.7	30	6	-13	-0.4	0.9	4	18	19
C=CCn1c(-c2ccccc2OCC)n[nH]c1=S	0.6	-23	6	-11	0.1	0.6	1	31	-3
c1coc(-c2ccnc(-n3cccc3)n2)c1	2.0	6	-10	-30	0.7	1.0	5	-31	-6
O=C(Nn1c(O)c(C=C2N=c3ccccc3=N2)sc1=S)c1ccc(Cl)cc1	1.0	-5	-16	5	0.8	0.8	-1	-6	-23
COC(=O)c1cc(Br)c(=O)n(Cc2ccc3c(c2)OCO3)c1	1.4	-2	0	4	0.6	0.3	-2	-11	36
CC(=O)[C@@]1(O)CC[C@H]2[C@@H]3CCC4=CC(=O)CC[C@]4(C)[C@H]3[C@@H](O)C[C@@]21C	-1.1	14	5	-14	1.3	2.3	-1	-10	-3
Cc1cc(C)cc(NC(=O)Nc2cc(-c3ccccc3)nn2C)c1	1.0	-40	10	2	0.3	0.0	nt	20	-66
Nc1cc(S(=O)(=O)Nc2ccccc2Cl)ccc1N1CCCC1	1.4	10	-17	-10	0.9	1.8	nt	14	-49
O=C(O)COc1ccc(C(=O)c2ccccc2)cc1	0.3	17	21	6	1.2	-0.1	3	9	19
CCCCn1nnnc1SCC(=O)N(CC)CC	-2.5	-10	19	4	0.4	-0.8	2	17	19
O=C(NC(=S)Nc1nc2c(ccc3ccccc32)s1)c1cccs1	1.0	58	-9	-20	0.8	1.0	3	4	-34
COc1cc(C2C(C(=O)c3ccco3)=C(O)C(=O)N2CCc2ccccc2)ccc1O (stereo not given)	0.5	0	-2	-13	1.4	0.4	13	-3	4&-1
CC1=C(C(=O)NCc2ccccc2)C(c2cc(Br)cc(Br)c2OC(C)C)NC(=O)N1 (stereo not given)	-0.4	10	-8	-2	-0.4	1.7	1	3	31
C=CCNc1nc(Nc2ccc(OC)cc2)nc(OC)n1	0.9	-5	13	-3	0.1	-1.2	1	4	-53&-15
CCOC(=O)N1CCN(C(=O)c2ccc3c(=O)n(Cc4ccc(OC)cc4)c(=S)[nH]c3c2)CC1	0.9	7	-22	-22	0.4	-1.5	5	-41	11
CC(=O)CC1(OC(C)=O)C(=O)N(C)c2ccccc21 (stereo not given)	-0.1	-19	6	18	1.4	2.3	2	2	0
O=C(CN1CCCCC1)N/N=C/c1ccccc1OCc1ccccc1	-0.7	32	4	-2	0.4	0.8	3	-20	-7
COc1ccc(NC(=S)N(CCCN2CCOCC2)C(C)c2cc3ccccc3o2)cc1 (stereo not given)	-0.4	18	-4	-2	1.2	-0.5	-4	21	-12
COc1cc(CNC2CCCC2)cc(Cl)c1OCc1ccccc1F	1.5	79*	-11	21	0.9	0.3	0	-13	-32
CC1=CC(C)(C)N(C(=O)CCl)c2cc(C)ccc21	4.4	59	2	-6	6.6	-1.0	0	8	53
COc1ccccc1C/C(N)=N/OC(=O)c1ccc2c(c1)OCO2	-0.3	29	-9	4	0.2	-0.9	4	-5	-82
COc1cc(SC)ccc1C(=O)Nc1ccon1	-1.3	63	-6	-10	-0.5	-1.7	0	-14	13
S=c1[nH]nc(-c2ccccc2Cl)n1Cc1ccccc1	1.1	-1	-14	1	0.5	-0.7	-6	-13	29
Cc1noc(C)c1CSc1ccccc1C(=O)Nc1nccs1	1.1	-31	-10	-13	-0.2	2.1	2	1	4
O=c1c2cc3c(nc2[nH]c(=S)n1-c1ccccc1)CCCC3	1.3	-4	10	-21	0.8	-0.8	nt	11	51
O=c1[nH]c(-[n+]2ccccc2)c(/C=N/N=C(\[O-])c2ccccc2)s1	0.2	11	4	-2	-0.3	0.6	nt	2	6
Cc1noc(C)c1COC(=O)/C=C/c1ccc(Cl)cc1	2.2	-16	-16	-19	0.2	1.1	10	-21	-34
COc1cc(Cl)cc(C2NC(=O)NC(C)=C2C(=O)NCc2ccccc2)c1O (stereo not given)	0.3	-19	-1	-18	0.7	-1.1	4	23	-1
CC(OC(=O)c1snc(C(=O)NC2CCCCC2)c1N)C(=O)NC1CCCCC1 (stereo not given)	2.9	29	-17	10	0.8	2.0	6	-2	19
Nc1ccc(C(=O)NCc2ccccc2)cc1	-0.3	7	-10	-4	1.7	0.2	-2	7	-35
COc1ccc(N2CCN(CC(O)COC(C)(C)C)CC2)cc1 (stereo not given)	1.8	24	4	-6	0.0	-0.5	7	10	21
CCNC(=O)COC(=O)CCC(=O)c1ccc(F)cc1	-0.3	20	-20	4	1.3	-0.3	nt	13	-4
CCN(CC)S(=O)(=O)c1ccc(C)c(NC(=O)COC(=O)CNC(=O)c2ccc(C(C)(C)C)cc2)c1	2.3	6	10	4	-0.3	0.5	0	-15	12
O=c1cc(CSc2nc3ccccc3c(=O)[nH]2)c2ccc(O)cc2o1	3.0	10	4	-20	0.2	0.2	-4	-8	-18
N#C/C(=C(/O)CN1CCOCC1)c1nc(-c2ccccc2)cs1	0.1	6	6	-15	0.8	0.6	0	1	-15
O=C(/C=C/c1ccccc1)Nc1cccc(S(=O)(=O)Nc2ccccc2F)c1	2.1	29	0	0	-0.5	-0.9	-4	1	-56
COc1ccccc1N1CCN(C(=O)c2ccc(Br)s2)CC1	-0.6	59	3	-27	0.5	1.7	-2	22	-16
CCCOC(=O)c1ccc(NC(=O)C2CCCO2)cc1 (stereo not given)	-0.3	-13	15	-9	-0.2	-1.5	4	-35	17
CSc1ccc(Cl)c(C(=O)NC2CCCC2)c1	-1.6	-14	-30	-8	0.3	0.8	3	-26	12
COc1ccccc1N1CCN(C(=O)CN(C2CCCCC2)S(C)(=O)=O)CC1	0.7	21	1	-11	1.3	1.1	-1	3	1
CC1CCN(c2nc(N3CCCCC3)nc(N3CCCCC3)n2)CC1	-1.4	4	10	-17	1.2	1.4	-1	-1	9
COc1ccc(C(=O)N2CCCCC2)cc1S(=O)(=O)Nc1cccc(C(=O)O)c1	0.2	21	6	-17	-0.5	-0.3	-2	-7	22
COc1ccccc1CNC(=O)C1(c2ccc(Cl)cc2)CC1	0.5	-11	-25	-4	-2.0	-3.6	10	-17	69*
CCN(CC)CCN=C1CCCc2ccccc2N1	0.2	18	-4	-14	0.7	1.8	9	-20	9
Oc1ccc(/C=N/Nc2nccnc2Cl)c(O)c1	-1.0	65	-1	12	0.6	0.8	-3	-13	-41
CCc1nnc(NC(=O)CSc2nc3ccccc3o2)s1	0.4	-21	-18	-24	0.0	-1.3	-2	-6	15
N#Cc1ccc(/C=N/NC(=O)c2cc(-c3cccs3)nc3ccccc23)cc1	1.1	53	-22	-22	1.6	0.4	1	-19	-4
